Screens: PubChem BioAssay, Southern Research Specialized Biocontainment Screening Center
M. tuberculosis: growth inhibition of non-replicating M. tuberculosis (AID 488890); Mycobacterium tuberculosis non-replicating, growth inhibition; higher % means a stronger effect; inhibition, % at 25 µM, or IC50 in µM where a hit was titrated; hit rate 0.39% among 320,000; in the data active = a potency from the dose series; inconclusive = inhibition mostly from about 82% at the one dose, without a potency; inactive = the rest, 99 in 100 with inhibition below about 76%;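 also: plate controls were DMSO cells for no effect and high antibiotic wells for full effect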
inhibitors of VEEV: inhibitors of VEEV TC-83 cytopathic effect, confirmation, Vero cells (AID 588727); Vero cells, VEEV TC-83 cytopathic effect inhibition; higher % means a stronger effect; inhibition, % at 20 µM; hits with a dose series show IC50 in µM; hit rate 0.13% among 350,000; in the data active = a potency from the dose series; inconclusive = inhibition mostly from about 14% at the one dose, without a potency; inactive = the rest, 99 in 100 with inhibition below about 12%; also: strong numbers were not always called active
H1N1 NS1A inhibition: NS1A inhibition, H1N1 influenza, cell based functional assay (AID 504329). NS1A functional cell-based assay, percent inhibition; higher % means a stronger effect. one-dose inhibition, % at 12.5 µM; IC50 in µM for titrated hits. hit rate 0.3% among 340,000; in the data active = a potency from the dose series; inconclusive = inhibition above about 27% without an active follow-up result; also: strong numbers were not always called active
Salmonella PhoP GFP: PhoP regulon inhibitors, Salmonella typhi PhoP promoter GFP reporter, confirmatory (AID 1850); Salmonella Typhi PhoP-promoter GFP reporter, fluorescence, 4 h; higher % means a stronger effect; inhibition, % at 50 µM; hits with a dose series show IC50 in µM; hit rate 0.33% among 310,000; in the data active = a potency from the dose series; inconclusive = inhibition mostly from about 25% at the one dose, without a potency; inactive = the rest, 99 in 100 with inhibition below about 19%;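 also: 0% = induced wells with vehicle and 100% = uninduced wells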
M. tuberculosis HTS: M. tuberculosis growth inhibition, HTS (AID 449762) | M. tuberculosis H37Rv growth inhibition, 7H9 media; higher % means a stronger effect | inhibition, % at 25 µM, or IC50 in µM where a hit was titrated | hit rate 0.59% among 330,000; in the data active = a potency from the dose series; inconclusive = inhibition above about 70% without an active follow-up result;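 also: bacterial growth assessed after seven days of incubation; strong numbers were not always called active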
inhibitors of VEEV 10K pilot screen: recorded beside inhibitors of VEEV, whose call it bears; inhibition, %; measured here: 10K pilot screen inhibition
Starred values were filed as active, the others as inactive; i = inactive; ? = inconclusive; . = no result given.

SMILES | M. tuberculosis | inhibitors of VEEV | H1N1 NS1A inhibition | Salmonella PhoP GFP | M. tuberculosis HTS | others
O=C(Oc1csc(=S)n1C(=O)c1ccccc1)c1ccccc1 | ? | 1.8% | -20% | -4% | -4%
COc1ccc(N/C=C/C(=O)c2cc(OC)c(OC)c(OC)c2)cc1 | 12% | 7.1% | -27% | -4% | ?
CCN(CC)C(=O)C1CCCN(C(=O)Nc2ccccc2)C1 (stereo not drawn) | 3% | 2.9% | 30% | 3% | -1%
S=C(c1c[nH]c2ccc(Br)cc12)N1CCOCC1 | 1% | 0.2% | 4% | -10% | -2%
CC(=O)c1ccc(NC2=C(N3CCOCC3)C(=O)c3ccccc3C2=O)cc1 | 16% | 1.1% | 4% | -9% | 23%
Cc1ccc(S(=O)(=O)CCSc2cccc(C(=O)Nc3ccccc3C(=O)O)c2)cc1 | 30% | 2.9% | 28% | -2% | 9%
COc1ccc(C)cc1NC(=O)c1ccc(N(C)S(C)(=O)=O)cc1 | 2% | 1.2% | 3% | 8% | 7%
O=C(Cn1cccc1C(=O)c1ccccc1)NCCc1ccccc1 | 15% | i | 1% | 0% | 3%
CCn1c(-c2csc(-c3ccc(Cl)cc3)n2)n[nH]c1=S | 19% | 4.9% | -6% | -9% | 4%
Cc1c(NC(=O)CN2C(=O)NC3(CCC(C)CC3)C2=O)c(=O)n(-c2ccccc2)n1C (stereo not drawn) | 15% | i | 0% | 4% | -4%
Cc1cc(C)nc(SCC(=O)Nc2cc(C)on2)n1 | 2% | i | -4% | -6% | -3%
CC1(C)Cc2c(c(-c3ccco3)nc3sc4c(NCCCO)ncnc4c23)CO1 | 7% | 4.3% | 21% | 1% | 6%
COc1ccccc1NS(=O)(=O)c1ccc(C)c(C(=O)NCC(c2ccco2)N(C)C)c1 (stereo not drawn) | -10% | 2.2% | -1% | -3% | -8%
S=C(S)OC1CC2CC1C1CCCC21 (stereo not drawn) | . | i | -3% | . | .
COc1ccc(NC(=O)c2cccc(S(=O)(=O)N3CCCCC3)c2)c(OC)c1 | 10% | 0.7% | 7% | 4% | -3%
CC(NC(=O)/C(C#N)=C/c1cn[nH]c1-c1ccccc1)c1ccccc1 (stereo not drawn) | 12% | 2.6% | 6% | -6% | -5%
C/C(=C\C(=O)c1cccnc1)Nc1ccc(C(=O)O)cc1 | 33% | 1.0% | 5% | 1% | -19%
CCCCOC(=O)c1nnc(-c2ccc(Cl)cc2)o1 | 13% | 0.2% | -5% | 9% | -1%
O=C(NC1CCCCC1)c1cc(-c2ccccc2O)on1 | -5% | 1.8% | -6% | 6% | 7%
O=C(Nc1ccc(N2CCCC2=O)cc1)c1cccc(F)c1 | -7% | 0.5% | -10% | 6% | 1%
CCCn1nnnc1NCc1ccccc1Cl | -10% | 0.1% | -8% | -7% | 1%
Cc1cc2oc(=O)cc(CN3CCc4ccccc43)c2cc1Cl | 0% | i | -16% | -3% | -6%
COC(=O)c1ccc(C(=O)OC)c(NC(=S)N2CCC(C)CC2)c1 | ? | i | -1% | -3% | 2%
COc1cc(C(=O)N/N=C(\C)c2ccc(NC(=O)Cc3ccccc3)cc2)ccc1O | 5% | 7.8% | -10% | -2% | 10%
CCOC(=O)C1C(=O)Nc2nc(C)nn2C1c1ccccc1 (stereo not drawn) | 2% | 4.0% | -5% | -7% | -10%
Other entries.
SMILES | M. tuberculosis | inhibitors of VEEV | H1N1 NS1A inhibition | Salmonella PhoP GFP | M. tuberculosis HTS | others
N#C/C(=C\c1ccco1)C(=O)Nc1ccc(S(N)(=O)=O)cc1 | 4% | 1.1% | 13% | 9% | -5%
Cc1ccc(NC(=O)N2CCN(C)CC2)cc1NC(=O)N1CCN(C)CC1 | 12% | 0.4% | -9% | -2% | 4%
CCOC(=O)[C@]12Cc3cc4c(cc3[C@H]1N(Cc1ccccc1)C(=O)c1ccccc12)OCO4 | . | 6.5% | 8% | . | .
COCCn1nnnc1CN(Cc1cc2cc(OC)c(OC)cc2[nH]c1=O)C1CCCC1 | 1% | 2.3% | 2% | 2% | -3%
Clc1ccc(C2N3CCCN23)c(Cl)c1 (stereo not drawn) | -18% | 0.2% | -6% | 8% | -5%
Cc1ccc(OCC(=O)N/N=C\c2ccc(O)c([N+](=O)[O-])c2)c([N+](=O)[O-])c1 | ? | i | 2% | -6% | ?
C[N+]1(C)CC[C@H](OC(=O)[C@@](O)(c2ccccc2)C2CCCC2)C1 | 2% | i | 1% | 4% | 3%
N/C(CN1CCCCC1)=N\S(=O)(=O)c1cc(Cl)cc(Cl)c1 | 4% | 0.8% | 14% | -6% | -2%
COc1ccccc1N1CCN(C(C)C(=O)N2CC(C)OC(C)C2)CC1 (stereo not drawn) | -9% | 2.6% | 2% | 4% | 2%
c1coc(CNc2nc(-c3ccncc3)cs2)c1 | 16% | 2.9% | -4% | -4% | -4% | inhibitors of VEEV 10K pilot screen=4.5
CCc1noc(C)c1C(=O)N1CCOCC1 | . | 1.0% | 12% | 0% | .
CCCN(CCC)CCCNC(=O)C1c2cc(OC)c(OC)cc2C(=O)N(C)C1c1cccs1 (stereo not drawn) | 9% | 0.1% | -11% | 6% | 2%
O=Cc1ccc(OCc2nnc(-c3ccccc3Br)o2)cc1 | ? | 2.1% | 0% | -4% | 10%
CCn1c(SCC(=O)Nc2nccs2)nnc1C1CC1 | 48% | 1.9% | 9% | -3% | -15%
Cc1ccc(O)c(C(=O)CC(=O)c2ccc(C(C)(C)C)cc2)c1 | ? | 2.3% | -6% | -5% | ?
CC(/C=C1\SC(=S)N(NC(=O)c2ccc(C)cc2)C1=O)=C\c1ccccc1 | 31% | 5.7% | 12% | 4% | 16%
Cc1cc(OC(=O)c2ccccc2Cl)cc(=O)n1C | -1% | 0.7% | 3% | 16% | -12%
CCCC(=O)N1CCc2[nH]c3ccccc3c2C1 | 11% | 0.2% | 3% | 3% | 0%
CC(OC(=O)c1cccs1)C(=O)NC1CC1 (stereo not drawn) | -7% | 3.5% | -13% | 4% | -6%
CCOc1cc(C(=O)NCCCn2ccnc2)cc(OCC)c1OCC | -14% | 2.2% | -2% | -4% | 0%
COc1ccc(-c2cc(CNS(=O)(=O)c3ccccc3)on2)cc1 | 2% | 0.7% | -14% | 6% | 3%
CCCCn1c(=O)[nH]c(=O)c2c1nc(-c1ccsc1)n2Cc1ccccc1 | -4% | 6.7% | -2% | 0% | 7%
COc1ccccc1C(=O)NCCC(=O)Nc1ncccc1C | 0% | 3.1% | -9% | -5% | 0%
COc1ccccc1N1C(=O)C2C(c3ccc(F)cc3)NN(C(=O)c3ccc(C)cc3)C2C1=O (stereo not drawn) | -4% | 0.8% | -5% | 5% | 5%
Cc1ccc(CN2CCN(C(=O)CCc3ccccc3)CC2)cc1 | 65% | 0.4% | -21% | -6% | -8%

Taken from the results shown (5 entries):
SMILES | M. tuberculosis | inhibitors of VEEV | H1N1 NS1A inhibition | Salmonella PhoP GFP | M. tuberculosis HTS | others
N#C/C(=C\c1ccco1)C(=O)Nc1ccc(S(N)(=O)=O)cc1 | 4% | 1.1% | 13% | 9% | -5%
Cc1ccc(NC(=O)N2CCN(C)CC2)cc1NC(=O)N1CCN(C)CC1 | 12% | 0.4% | -9% | -2% | 4%
CCOC(=O)[C@]12Cc3cc4c(cc3[C@H]1N(Cc1ccccc1)C(=O)c1ccccc12)OCO4 | . | 6.5% | 8% | . | .
COCCn1nnnc1CN(Cc1cc2cc(OC)c(OC)cc2[nH]c1=O)C1CCCC1 | 1% | 2.3% | 2% | 2% | -3%
Clc1ccc(C2N3CCCN23)c(Cl)c1 (stereo not drawn) | -18% | 0.2% | -6% | 8% | -5%

The listing picks up; the 3 compounds before the break are reprinted first.
SMILES | M. tuberculosis | inhibitors of VEEV | H1N1 NS1A inhibition | Salmonella PhoP GFP | M. tuberculosis HTS | others
COc1ccccc1C(=O)NCCC(=O)Nc1ncccc1C | 0% | 3.1% | -9% | -5% | 0%
COc1ccccc1N1C(=O)C2C(c3ccc(F)cc3)NN(C(=O)c3ccc(C)cc3)C2C1=O (stereo not drawn) | -4% | 0.8% | -5% | 5% | 5%
Cc1ccc(CN2CCN(C(=O)CCc3ccccc3)CC2)cc1 | 65% | 0.4% | -21% | -6% | -8%
O=[N+]([O-])c1cccc(C2=NC(c3ccccc3)CO2)c1 (stereo not drawn) | 47% | 0.2% | 18% | 1% | 17%
COc1ccc(CNc2nc(NCc3ccc(OC)cc3)c3[nH]cnc3n2)cc1 | 5% | 0.5% | -4% | -4% | -11%
O=C(NCc1ccccn1)c1cc(S(=O)(=O)N2CCCCCC2)ccc1Cl | 8% | 2.9% | -6% | -6% | -19%
CCOc1ccc(-c2nc(C#N)c(N3CCCCCC3)o2)cc1 | . | 4.8% | 21% | -3% | 1%
O=C(CNC(=O)C1CCCCC1)OCC(=O)c1ccc(Br)cc1 | . | 2.1% | -12% | . | .
Cn1ccnc1SCC(=O)Nc1nc2ccccc2s1 | 11% | 0.8% | -19% | 9% | -2%
CCOC(=O)N1CCN(CC(O)COc2ccc(C)c(C)c2)CC1 (stereo not drawn) | -10% | 1.1% | -1% | -9% | 7%
CCCNC(=O)c1ccc2c(c1)C1C3CCC(C3)C1C(c1ccccc1)N2 (stereo not drawn) | 29% | 4.4% | 9% | 0% | 18%
COc1ccccc1CN(C)C(=O)c1ccccc1SCC(=O)N1CCCC1 | 0% | 2.0% | -9% | . | -6%
N#C/C(=C\c1ccc(N2CCCCC2)c([N+](=O)[O-])c1)c1nn(-c2ccccc2)c(N)c1C#N | -21% | i | 8% | -2% | 15%
CNc1ccccc1C(C)(C)c1cn(-c2ccc([N+](=O)[O-])cc2)nn1 | 6% | 0.4% | 8% | -9% | -2%
O=C(NCC1CCN(Cc2ccccc2Cl)CC1)Nc1cccc(Cl)c1 | 13% | i | -3% | -14% | -1%
CC(SCc1ccccc1)C(=O)N/N=C/c1ccc(OCC(=O)NCc2ccco2)cc1 (stereo not drawn) | 19% | ? | -19% | -11% | 24%
CC(Oc1cccc(Cl)c1)C(=O)Nc1ccccc1N1CCCCC1 (stereo not drawn) | 37% | 2.8% | -7% | -3% | 13%
Cc1cc(C)cc(-n2ncc3c2CCCC3NC(=O)CCN2CCCC2=O)c1 (stereo not drawn) | 13% | 1.5% | -8% | -6% | 2%
Cc1c[nH]c(=O)c([N+](=O)[O-])c1 | 38% | 0.0% | -14% | 13% | 9%
OC(COc1cccc2ccccc12)CN1CCN(c2ccc(Cl)cc2)CC1 (stereo not drawn) | ? | i | 2% | -3% | ?
Cc1cccc(N2CCN(C(=O)c3ccccc3OCc3c(C)noc3C)CC2)c1C | 14% | 4.5% | -1% | -2% | 14%
Cc1sc(NC(=O)c2ccco2)c(CN2CCN(c3ccccn3)CC2)c1C | 16% | 2.2% | 5% | 4% | 5%
O=C(NCc1ccccn1)c1ccc(NS(=O)(=O)c2cccc([N+](=O)[O-])c2)cc1 | 17% | 5.3% | -7% | . | -6%
COc1ccc(Nc2cc(C(=O)NCc3ccccn3)c3ccccc3n2)c(OC)c1 | 25% | . | . | -3% | 9%
Cc1ccc(C(=O)NC(=S)NCc2ccco2)cc1 | ? | 0.2% | 15% | 1% | 1%
Cc1ccc(C2CC(=O)C=C(NCc3ccccc3)C2)cc1 (stereo not drawn) | 27% | i | 0% | -7% | -4%
O=C(Cn1cnc([N+](=O)[O-])n1)c1ccccc1 | -8% | i | -2% | -1% | 1%
Cc1c(C(=O)NCc2ccc3c(c2)OCO3)oc2ccccc12 | 11% | i | 1% | 8% | -4% | inhibitors of VEEV 10K pilot screen=5.0
More entries
SMILES | M. tuberculosis | inhibitors of VEEV | H1N1 NS1A inhibition | Salmonella PhoP GFP | M. tuberculosis HTS | others
Cc1n[nH]c(C)c1CCNC(=O)C1CCC(=O)N(Cc2ccccc2F)C1 (stereo not drawn) | 30% | 1.3% | -2% | 2% | -8%
Cc1cc(C)c(N(C(=O)CN2C(=O)c3ccccc3S2(=O)=O)C(C(=O)NCC2CCCO2)c2ccc(F)cc2)c(C)c1 (stereo not drawn) | 31% | 5.9% | -1% | 0% | -1%
C=CCn1c(-c2sc(-c3ccccc3)nc2C)n[nH]c1=S | -1% | 2.9% | 1% | -2% | 2%
COc1ccc(C2C=C(c3ccc(C)c(C)c3)Nc3ncnn32)c(OC)c1OC (stereo not drawn) | 5% | 10% | -3% | -8% | -2%
Cc1cc(C(C)(C)C)ccc1Oc1cccc2c1S(=O)(=O)N(C1CCCC1)CC(COCc1ccccc1)O2 (stereo not drawn) | . | i | 1% | . | .
COc1ccc(S(=O)(=O)N(CC(=O)N2CCN(c3ccccc3)CC2)c2ccccc2)cc1 | 8% | 3.5% | 24% | 5% | -1%
Cn1cnc2c1c(=O)n(Cc1c(Cl)cccc1Cl)c(=O)n2C | 7% | 3.0% | -9% | 0% | -2%
